Screening data: PubChem BioAssay, NMMLSC
Yeast superoxide: caloric restriction mimetics inhibiting age-related superoxide in yeast; S. cerevisiae aged cells, superoxide DHE fluorescence; active compounds read low; AID 2690; superoxide response (% of plate mean), % at 10 µM; 330,000 tested, 0.18% active;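 active = superoxide response under a set limit, about three screen SD below normal, cut at about 65% in these data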;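 note: yeast aged for seven days with compound at 30 °C before DHE staining; 100% = average MFI of all compound-treated wells on the plate with controls excluded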
AGP1 TOR yeast: yeast TOR pathway AGP1-GFP modulation. GFP response vs DMSO, % at 10 µM. S. cerevisiae AGP1-GFP multiplex flow cytometry, 3 h; GFP as percent of DMSO wells. AID 2066. 320,000 tested, 0.02% active;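 active = GFP response relative to DMSO above a set limit, near screen average plus 3 SD, cut at about 150% in these data; inconclusive = fewer than 70 cells counted for the yeast strain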;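 note: median GFP channel fluorescence of the gated AGP1 strain per well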
MEP2 TOR yeast: modulators of TOR pathway MEP2-GFP in S. cerevisiae. S. cerevisiae MEP2-GFP strain, flow cytometry GFP, 3 h; 100% = DMSO control level. GFP response vs DMSO, % at 10 µM. 330,000 tested, 0.51% active. AID 2016;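 active = GFP response versus DMSO above a set limit, roughly screen mean plus 3 SD, cut at about 180% in these data; inconclusive = fewer than 70 cells counted for a yeast strain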;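 note: median GFP fluorescence of the barcode-gated MEP2-GFP cells per well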
GRK2 aptamer HTS: blocks RNA aptamer binding to human GRK2 | P25098 | 330,000 tested, 0.59% active | inhibition of aptamer binding, % at 10 µM | AID 488847 | bead flow cytometry, FAM-aptamer displacement from GRK2;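 active = inhibition of aptamer binding above 40%, roughly 3 SD of noise, on plates passing a quality check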;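 note: median bead fluorescence of bound FAM aptamer so fluorescent compounds give negative values; no value below 0 was filed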
CIT2-GFP yeast: yeast TOR pathway CIT2-GFP modulation; GFP response vs DMSO, % at 10 µM; 320,000 tested, 0.065% active; AID 2029; S. cerevisiae CIT2-GFP strain, flow cytometry, 3 h; 100 means same as DMSO wells;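 active = GFP response relative to DMSO above a set limit, near the screen mean plus 3 SD, cut at about 150% in these data; inconclusive = Fewer than 70 cells measured for a yeast strain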;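 note: ratio of well median GFP fluorescence to mean of DMSO wells on the plate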
RPL19A-GFP yeast: modulators of TOR pathway RPL19A-GFP in S. cerevisiae. S. cerevisiae RPL19A-GFP strain, flow cytometry, 3 h; active compounds read low. percent response vs DMSO, % at 10 µM. 330,000 tested, 0.3% active. AID 2025;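 active = percent response vs DMSO below 50%; inconclusive = fewer than 70 events counted for the yeast strain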;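 note: median channel GFP fluorescence of the barcoded RPL19A-GFP strain; ratio of sample median GFP to plate DMSO average so 100% = DMSO; lower means less RPL19A-GFP as with rapamycin TOR inhibition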
VLA-4 inh: inhibition in a human VLA-4 binding assay; 330,000 tested, 0.2% active; AID 2557; VLA-4 expressing cells, ligand binding flow cytometry; inhibition, % (about 7 µM as worked out from the volumes in the protocol); P13612; in the data active = inhibition above about 50%
Target sequence (P13612 whole entry, looked up): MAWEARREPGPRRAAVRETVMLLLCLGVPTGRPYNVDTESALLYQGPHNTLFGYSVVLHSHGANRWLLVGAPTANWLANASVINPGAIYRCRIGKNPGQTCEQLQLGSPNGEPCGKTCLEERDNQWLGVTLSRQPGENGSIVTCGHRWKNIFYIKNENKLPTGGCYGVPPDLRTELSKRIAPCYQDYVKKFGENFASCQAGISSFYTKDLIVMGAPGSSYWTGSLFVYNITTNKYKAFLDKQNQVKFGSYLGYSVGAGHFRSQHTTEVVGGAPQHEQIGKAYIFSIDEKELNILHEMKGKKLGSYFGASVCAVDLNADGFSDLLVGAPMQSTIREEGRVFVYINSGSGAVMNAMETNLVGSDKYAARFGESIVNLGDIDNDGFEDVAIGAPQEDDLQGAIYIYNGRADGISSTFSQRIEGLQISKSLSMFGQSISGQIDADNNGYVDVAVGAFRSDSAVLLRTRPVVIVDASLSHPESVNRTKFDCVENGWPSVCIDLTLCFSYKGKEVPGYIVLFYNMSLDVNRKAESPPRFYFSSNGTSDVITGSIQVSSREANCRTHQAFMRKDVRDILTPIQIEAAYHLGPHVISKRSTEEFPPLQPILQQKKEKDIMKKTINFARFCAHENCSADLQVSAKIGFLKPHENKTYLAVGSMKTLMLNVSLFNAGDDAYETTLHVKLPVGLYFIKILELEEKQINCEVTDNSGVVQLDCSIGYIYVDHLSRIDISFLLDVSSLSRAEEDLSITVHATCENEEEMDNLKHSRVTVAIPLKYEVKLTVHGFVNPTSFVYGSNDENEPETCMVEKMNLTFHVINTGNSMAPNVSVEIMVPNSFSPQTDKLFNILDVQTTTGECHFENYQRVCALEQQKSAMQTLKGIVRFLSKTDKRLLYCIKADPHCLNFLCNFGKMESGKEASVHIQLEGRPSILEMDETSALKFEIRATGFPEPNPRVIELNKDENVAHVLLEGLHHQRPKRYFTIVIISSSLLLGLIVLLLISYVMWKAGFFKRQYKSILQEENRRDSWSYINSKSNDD
LAP4-GFP MLPCN: modulators of TOR pathway LAP4-GFP in S. cerevisiae | S. cerevisiae LAP4-GFP multiplex, flow cytometry GFP, 3 h; median GFP as percent of DMSO wells | GFP response vs DMSO, % at 10 µM | 320,000 tested, 0.34% active;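 active = GFP response vs DMSO above a set limit, about the screen mean plus 3 SD, cut at about 150% in these data; inconclusive = under 70 cell events counted for the yeast strain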
* = called active by the depositor; ? = inconclusive; · = not tested or not shown; [ ] = remark or other dose. Random draw from the library; overall some 1.7% were active at least once.

Screens by letter – A = Yeast superoxide; B = AGP1 TOR yeast; C = MEP2 TOR yeast; D = GRK2 aptamer HTS; E = CIT2-GFP yeast; F = RPL19A-GFP yeast; G = VLA-4 inh; H = LAP4-GFP MLPCN
SMILES: CCOC(=O)NC(C(F)(F)F)(C(F)(F)F)P(=O)(c1ccccc1)c1ccccc1
  A: 109 | B: 104 | C: 123 | D: 0 | E: 96 | F: 104 | G: 15 | H: 116
SMILES: COC(=O)c1ccc(O)c(Sc2cc(C(=O)OC)ccc2O)c1
  A: 121 | B: 102 | C: 128 | D: 1 | E: 100 | F: 95 | G: 8 | H: 106
SMILES: COc1ccccc1C(=O)C1CCCN(C(=O)c2ccc(C(C)=O)s2)C1 (stereo unspecified)
  A: 77 | B: 102 | C: 92 | D: 0 | E: 100 | F: 98 | G: 2 | H: 89
SMILES: Cc1cc(C)nc(SCC(=O)Nc2ncc3c(n2)CC(C)(C)CC3=O)n1
  A: 103 | B: 96 | C: 102 | D: 4 | E: 98 | F: 95 | G: -3 | H: 108
SMILES: NC(=O)c1ccc(NC(=O)C2CC2)cc1
  A: 85 | B: 92[may fluoresce red] | C: 87[may fluoresce red] | D: 0 | E: 87[may fluoresce red] | F: ? | G: 15 | H: 79[may fluoresce red]
SMILES: CC1CCN(C(=O)c2ccc(S(=O)(=O)Cc3cccc(F)c3)c([N+](=O)[O-])c2)CC1
  A: 84 | B: 98 | C: 99 | D: 0 | E: 98 | F: 99 | G: 20 | H: 91
SMILES: COC(=O)CN(Cc1ccco1)S(=O)(=O)c1ccccc1
  A: 84 | B: 108 | C: 99 | D: 1 | E: · | F: 102 | G: 4 | H: 100
SMILES: CCn1c(=O)c(=O)[nH]c2cc(C(=O)NCC3CCCCC3)ccc21
  A: 110 | B: 102 | C: 105 | D: 1 | E: 103 | F: 104 | G: -14 | H: 89
SMILES: Cc1csc(N2CCCC2c2nc3cc(C(F)(F)F)ccc3n2CCOCCO)n1 (stereo unspecified)
  A: 108 | B: 79 | C: 90 | D: 4 | E: 69 | F: 93 | G: -2 | H: 103
SMILES: CCOC(=O)c1ccccc1NC(=O)CSc1nc2ccccc2n1CC(=O)N1CCCC1
  A: 92 | B: 107 | C: 109 | D: 3 | E: 101 | F: 97 | G: 0 | H: 100

Entries of single compounds as entered above.
CCOC(=O)NC(C(F)(F)F)(C(F)(F)F)P(=O)(c1ccccc1)c1ccccc1 in the list: Yeast superoxide = 109; AGP1 TOR yeast = 104; MEP2 TOR yeast = 123; GRK2 aptamer HTS = 0; CIT2-GFP yeast = 96; RPL19A-GFP yeast = 104; VLA-4 inh = 15; LAP4-GFP MLPCN = 116
COC(=O)c1ccc(O)c(Sc2cc(C(=O)OC)ccc2O)c1 in the list: Yeast superoxide = 121; AGP1 TOR yeast = 102; MEP2 TOR yeast = 128; GRK2 aptamer HTS = 1; CIT2-GFP yeast = 100; RPL19A-GFP yeast = 95; VLA-4 inh = 8; LAP4-GFP MLPCN = 106

Carrying on:
Screens by letter – A = Yeast superoxide; B = AGP1 TOR yeast; C = MEP2 TOR yeast; D = GRK2 aptamer HTS; E = CIT2-GFP yeast; F = RPL19A-GFP yeast; G = VLA-4 inh; H = LAP4-GFP MLPCN
SMILES: COc1ccc(NC(=O)C(=O)N/N=C(\C)CC(=O)Nc2ccccn2)c(OC)c1
  A: 84 | B: 109 | C: 96 | D: 0 | E: 97 | F: 99 | G: 6 | H: 114
SMILES: COc1cccc(C2CC(C(F)(F)F)n3ncc(C(=O)O)c3N2)c1 (stereo unspecified)
  A: 95 | B: 102 | C: 99 | D: 0 | E: 104 | F: 98 | G: -9 | H: 98
SMILES: COc1cccc(C(=O)n2ccc(-c3cccs3)n2)c1
  A: 110 | B: 109 | C: 109 | D: 2 | E: 101 | F: 105 | G: -3 | H: 121
SMILES: COc1ccccc1CN1C[C@@H]2C[C@@H](c3ccc4nsnc4c3)N3CCC[C@@]23C1=O
  A: 99 | B: 104 | C: 106 | D: 1 | E: 99 | F: 99 | G: -1 | H: 108
SMILES: CCCOc1ccc(C2=NNC(=O)CC2)cc1
  A: 104 | B: 105 | C: 107 | D: 0 | E: 102 | F: 110 | G: -5 | H: 97
SMILES: COc1ccc(CN(CC(=O)NC2CCCC2)C(=O)CN2C(=O)COc3ccccc32)cc1
  A: 95 | B: 97 | C: 97 | D: 0 | E: 96 | F: 102 | G: -8 | H: 94
SMILES: CC1(C)CC(=O)C2=C(C1)OC1OC(=O)CC21C (stereo unspecified)
  A: 108 | B: 103 | C: 104 | D: 0 | E: 104 | F: 104 | G: 3 | H: 93
SMILES: C=CCn1c(CCNC(=O)c2cccs2)nnc1SCC(=O)c1ccc(Br)cc1
  A: 105 | B: 102 | C: 104 | D: 0 | E: · | F: 100 | G: -2 | H: 97
SMILES: O=C(c1cccc(Cl)c1)N1CCN(Cc2ccccc2)CC1
  A: 96 | B: 99 | C: 110 | D: 1 | E: 108 | F: 103 | G: -6 | H: 101
SMILES: O=C(CN1C(=O)NC2(CCCC2)C1=O)NCc1ccc(Cl)cc1
  A: 105 | B: 88 | C: 92 | D: 0 | E: 91 | F: 93 | G: 21 | H: 92

Further results
Screens by letter – A = Yeast superoxide; B = AGP1 TOR yeast; C = MEP2 TOR yeast; D = GRK2 aptamer HTS; E = CIT2-GFP yeast; F = RPL19A-GFP yeast; G = VLA-4 inh; H = LAP4-GFP MLPCN
SMILES: CCN(CC)CCNC(=O)C12CC3CC(C)(CC(C)(C3)C1)C2
  A: 94 | B: 103 | C: 97 | D: 0 | E: 101 | F: 98 | G: 15 | H: 95
SMILES: CN1C(C(=O)NCc2ccc(OC(F)(F)F)cc2)CC2Cn3c(nc4cc5ccccc5cc43)C21 (stereo unspecified)
  A: 98 | B: 95 | C: 98 | D: 0 | E: 95 | F: 93 | G: 8 | H: 97
SMILES: COC(=O)C(NC(=O)c1ccccc1C(=O)O)c1ccc2ccccc2c1 (stereo unspecified)
  A: 97 | B: 95 | C: 105 | D: 1 | E: 96 | F: 104 | G: 5 | H: 92
SMILES: CCOC(=O)c1c(NC(=O)c2ccccc2C(=O)O)sc2c1CCCC2
  A: 95 | B: 93 | C: 99 | D: 0 | E: 96 | F: 102 | G: 7 | H: 98
SMILES: CC(=O)Nc1ccc(C)cc1
  A: 107 | B: 101 | C: 102 | D: 0 | E: 86 | F: 97 | G: 17 | H: 106
SMILES: Clc1ccc(-c2nnc(-c3ccco3)nc2N2CCCCC2)cc1
  A: 83 | B: 97 | C: 101 | D: 5 | E: 93 | F: 99 | G: 11 | H: 105
SMILES: COc1cccc(CNC(=O)c2ccc3c(c2)S(=O)(=O)N=C2CCCCCN23)c1
  A: 87 | B: 97 | C: 89 | D: 0 | E: 99 | F: 82 | G: 6 | H: 86
SMILES: CC(=O)N(C)C1(c2nnnn2CCOC(=O)Nc2ccc(Cl)cc2)CCCCC1
  A: 99 | B: 90 | C: 100 | D: 0 | E: 97 | F: 93 | G: -3 | H: 93

9 entries from above in another layout:
| Structure | Yeast superoxide | AGP1 TOR yeast | MEP2 TOR yeast | GRK2 aptamer HTS | CIT2-GFP yeast | RPL19A-GFP yeast | VLA-4 inh | LAP4-GFP MLPCN |
| --- | --- | --- | --- | --- | --- | --- | --- | --- |
| C=CCn1c(CCNC(=O)c2cccs2)nnc1SCC(=O)c1ccc(Br)cc1 | 105 | 102 | 104 | 0 | · | 100 | -2 | 97 |
| O=C(c1cccc(Cl)c1)N1CCN(Cc2ccccc2)CC1 | 96 | 99 | 110 | 1 | 108 | 103 | -6 | 101 |
| O=C(CN1C(=O)NC2(CCCC2)C1=O)NCc1ccc(Cl)cc1 | 105 | 88 | 92 | 0 | 91 | 93 | 21 | 92 |
| CCN(CC)CCNC(=O)C12CC3CC(C)(CC(C)(C3)C1)C2 | 94 | 103 | 97 | 0 | 101 | 98 | 15 | 95 |
| CN1C(C(=O)NCc2ccc(OC(F)(F)F)cc2)CC2Cn3c(nc4cc5ccccc5cc43)C21 (stereo unspecified) | 98 | 95 | 98 | 0 | 95 | 93 | 8 | 97 |
| COC(=O)C(NC(=O)c1ccccc1C(=O)O)c1ccc2ccccc2c1 (stereo unspecified) | 97 | 95 | 105 | 1 | 96 | 104 | 5 | 92 |
| CCOC(=O)c1c(NC(=O)c2ccccc2C(=O)O)sc2c1CCCC2 | 95 | 93 | 99 | 0 | 96 | 102 | 7 | 98 |
| CC(=O)Nc1ccc(C)cc1 | 107 | 101 | 102 | 0 | 86 | 97 | 17 | 106 |
| Clc1ccc(-c2nnc(-c3ccco3)nc2N2CCCCC2)cc1 | 83 | 97 | 101 | 5 | 93 | 99 | 11 | 105 |
